High-throughput results: PubChem, National Center for Advancing Translational Sciences (NCATS)
N370S GC: inhibits or activates N370S mutant glucocerebrosidase | AID 2101 | P04062 | 0.092% of 330,000 active | N370S GC spleen homogenate, 4MU-glucoside fluorescence | Potency, µM (doses to about 59.4 µM), for inactives: at the highest dose activity change, negative = inhibition, usual class: inhibitors;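 also: 0% = full enzyme activity and -100% = no enzyme basal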
FEN1 inh: inhibitors of human flap endonuclease 1; P39748; Recombinant FEN1 flap cleavage, fluorescence, 15 min; Potency, µM (highest dose often 114 µM), for the others: at the top dose activity change, negative = inhibition, actives largely listed as inhibitors; 0.35% of 390,000 active; AID 588795; also: nearly all actives have a fitted effect of over 65% in size
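Recombinant FEN1 (10 nM) was preincubated with pin-transferred compounds for 15 min at room temperature, then flap DNA substrate (50 nM final) was added. Plates were read at 0 and 15 min, and normalized concentration–response data were fitted to a four-parameter Hill equation.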
KAT2A inh: blocks human GCN5L2 histone acetyltransferase. Q92830. GCN5L2 HAT assay, ThioGlo1 CoA-SH fluorescence. Potency, µM (series often up to 58.9 µM), for the others: at the highest dose activity change, negative = inhibition, actives largely listed as inhibitors. 0.21% of 390,000 active
Target sequence (Q92830 whole entry, looked up): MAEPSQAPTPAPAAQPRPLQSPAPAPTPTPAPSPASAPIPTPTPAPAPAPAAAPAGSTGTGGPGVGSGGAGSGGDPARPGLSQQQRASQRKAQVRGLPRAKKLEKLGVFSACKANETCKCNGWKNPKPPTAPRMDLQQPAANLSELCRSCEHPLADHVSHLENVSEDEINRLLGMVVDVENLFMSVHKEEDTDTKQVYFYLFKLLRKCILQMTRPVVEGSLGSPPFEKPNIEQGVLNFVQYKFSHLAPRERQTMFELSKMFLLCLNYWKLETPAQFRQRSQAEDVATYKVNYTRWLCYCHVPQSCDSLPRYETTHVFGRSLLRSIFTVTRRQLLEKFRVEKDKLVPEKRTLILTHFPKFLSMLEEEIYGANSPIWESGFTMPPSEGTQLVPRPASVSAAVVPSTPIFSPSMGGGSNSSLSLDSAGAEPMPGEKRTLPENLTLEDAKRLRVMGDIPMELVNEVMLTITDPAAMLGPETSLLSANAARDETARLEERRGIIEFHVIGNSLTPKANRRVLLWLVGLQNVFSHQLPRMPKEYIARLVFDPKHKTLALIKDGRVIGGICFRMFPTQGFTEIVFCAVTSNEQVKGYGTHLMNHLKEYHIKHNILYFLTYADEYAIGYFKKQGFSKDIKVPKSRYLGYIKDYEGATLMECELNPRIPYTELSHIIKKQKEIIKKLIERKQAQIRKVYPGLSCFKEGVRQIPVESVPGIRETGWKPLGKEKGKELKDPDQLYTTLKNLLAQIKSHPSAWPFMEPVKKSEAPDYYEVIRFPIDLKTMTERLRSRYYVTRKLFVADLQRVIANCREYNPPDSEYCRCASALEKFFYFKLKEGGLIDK
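qHTS, 1536-well. 20nM enzyme, pH 7.5 HEPES/EDTA/Tween-20 buffer; 15 min compound preinc., RT. Start: 75uM H3(1-25), 70uM AcCoA, 50uM ThioGlo1. Read Ex340/Em540 at t=0 (autofluorescence flag) and t=20 min.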
An asterisk follows results filed as active; ? = inconclusive; · = not tested or not shown; & = joins results of further samples; [ ] = another dose, or the depositor's remark. Calls follow the shape of the dose curve; as a rule, active = well fitted curve in the direction sought with a large enough effect; inconclusive = small, poorly fitted or top-dose-only effect, or another doubt; inactive = no such curve, though single readings can be large; an effect the other way counts as inactive or inconclusive. Unless noted, % is scaled to controls: 0 for no effect and ±100 for the full control effect; potency is read from the fitted curve at half-maximal effect.

smiles,N370S GC,FEN1 inh,KAT2A inh
O=C(COc1ncnc2cc(Cl)ccc12)c1ccc2c(c1)OCCO2,14%,-3%,-3%
Cc1ccc(CNC(=O)C2CCN(Cc3nc(-c4cccc(Br)c4)oc3C)CC2)cc1,·,-4%,4%
CCn1c(CNc2cccc(Cl)c2)nnc1SCC(=O)OC1CCCCC1,-7%,-13%,-17%
Cc1ccc(C(=O)c2nccn2C)cc1C,-8%,2%,-3%
COc1cc(/C=C2\N=C(c3c(-c4ccccc4)noc3C)OC2=O)ccc1OC(C)=O,21%,-5%,1%
CCOC(=O)c1sc(N(Cc2ccccc2)C(=O)CN2C(=O)CN(C)C2=O)nc1C,-10%,-1%,35%[activator]
COc1ccc2cc(CCNC(=O)c3ccc(S(=O)(=O)N4CCOCC4)cc3)c(=O)[nH]c2c1,-16%,-1%,-2%
COc1cccc(NS(=O)(=O)c2ccc3[nH]cc(C(=O)N4CCCCCC4)c(=O)c3c2)c1,·,10%,-5%
COc1ccc(CN2CCN(C(=O)c3c(-c4ccccc4)noc3C)CC2)cc1F,·,-17%,-3%
COc1cccc(-c2nnn(CC(=O)N3CCC(C)CC3)n2)c1,-1%,21%,-8%
COCCN(CCOC)C(=O)N1CCOCC1,-2%,1%,-6%
CCOc1ccc(NC(=O)CN(C)S(=O)(=O)c2cccs2)cc1,-5%,6%,2%
CN1c2ccccc2-c2nc3ccccc3n2C1c1ccncc1 (stereo not drawn),7%,-6%,-25%
Cc1ccc(-c2csc(NC(=O)C3CC=CCC3C(=O)O)c2C(=O)OC(C)C)cc1 (stereo not drawn),14%,-8%,-9%
COc1ccc(OC)c(NC(=O)c2csnn2)c1,·,13%,3%

Laid out differently: results already given.
Under each structure – N370S GC | FEN1 inh | KAT2A inh
> COc1ccc2cc(CCNC(=O)c3ccc(S(=O)(=O)N4CCOCC4)cc3)c(=O)[nH]c2c1
  -16% | -1% | -2%
> COc1cccc(NS(=O)(=O)c2ccc3[nH]cc(C(=O)N4CCCCCC4)c(=O)c3c2)c1
  · | 10% | -5%

Back to the main list; the 7 compounds before the break are reprinted first.
smiles,N370S GC,FEN1 inh,KAT2A inh
COc1ccc(CN2CCN(C(=O)c3c(-c4ccccc4)noc3C)CC2)cc1F,·,-17%,-3%
COc1cccc(-c2nnn(CC(=O)N3CCC(C)CC3)n2)c1,-1%,21%,-8%
COCCN(CCOC)C(=O)N1CCOCC1,-2%,1%,-6%
CCOc1ccc(NC(=O)CN(C)S(=O)(=O)c2cccs2)cc1,-5%,6%,2%
CN1c2ccccc2-c2nc3ccccc3n2C1c1ccncc1 (stereo not drawn),7%,-6%,-25%
Cc1ccc(-c2csc(NC(=O)C3CC=CCC3C(=O)O)c2C(=O)OC(C)C)cc1 (stereo not drawn),14%,-8%,-9%
COc1ccc(OC)c(NC(=O)c2csnn2)c1,·,13%,3%
Nc1[nH]c(=S)nc2nc(-c3ccccc3)c(-c3ccccc3)nc12,-7%,-8%,-7%
CC(=O)N1CCc2cc(S(=O)(=O)NCCC(=O)N3CCc4ccccc4C3)ccc21,-2%,0%,-5%
CCOC(=O)c1nnc(-c2ccccc2)nc1N1CC(C)OC(C)C1 (stereo not drawn),-1%,36%,-8%
Cc1ccc(C2C=C(c3ccccc3)Nc3nc(NS(=O)(=O)c4ccc(C)cc4)nn32)cc1 (stereo not drawn),·,12%,-4%
COc1cccc(CN2CCCC(C(=O)Nc3ccc(-c4cscn4)cc3)C2)c1 (stereo not drawn),-13%,-17%,?
CC[C@@H]1[C@H]2CCCC(=O)N3CC[C@@H](C[C@@H]1OC(=O)Nc1ccccc1)[C@@H]23,-1%,18%&-2%,2%
CC(C)(C)OC(=O)[C@H](Cc1ccccc1)NC(=O)c1nc[nH]c1C(=O)NCC(=O)OCc1ccccc1,?,-7%,?
Cc1[nH]n(-c2cccc(Cl)c2)c(=O)c1-c1ccccc1,·,0%,0%
COc1ccccc1C(=O)NCc1ccc(-c2nc3ccccc3s2)cc1,8%,-6%,-1%
COC(=O)c1ccc(NC(=O)COC(=O)COc2cccc3c2OC(C)(C)C3)cc1,·,-15%,-4%
COc1cccc(NC(=O)c2ccc(-n3cnnn3)cc2)c1,-10%,-19%,-4%
Cc1ccc(OCC(=O)NNC(=O)c2ccccc2OCc2c(C)noc2C)cc1,-7%,1%,5%
CCn1c(CNC(=O)c2ccco2)nnc1SCC(=O)c1ccc(OC)cc1,1%,18%,-1%
CCOc1ccc(C(=O)NCC(=O)NCC(c2ccc(OC)cc2)N2CCCC2)cc1 (stereo not drawn),-5%,1%,1%
COc1ccc(-c2nc3ccccc3c(=O)n2CCOc2ccccc2C)cc1,16%,2%,1%

smiles,N370S GC,FEN1 inh,KAT2A inh
c1cn(C23CC4CC(CC(C4)C2)C3)cn1,2%,-13%,1%
Cc1ccc(C(=O)CC(=O)COc2ccc(Cl)cc2C)cc1,7%,-2%,-9%
COc1ccccc1-c1c(C)nn2c(NCCN3CCCC3)cc(C)nc12,-23%,-2%,-1%
O=C1c2ccc(Oc3ccc([N+](=O)[O-])cc3)cc2C(=O)N1CCO,0%,1%,-7%
Cc1cc([N+](=O)[O-])ccc1N=Nc1c(N)[nH]n(-c2ccccc2)c1=O,-7%,3%,4%
COc1ccc(C(CNc2ccc(C(F)(F)F)cn2)N(C)C)cc1OC (stereo not drawn),-14%,-5%,-2%
CCOC(=O)c1ccc(NC2c3ccccc3C(=O)N2c2ccc(C)cn2)cc1 (stereo not drawn),-4%,-11%,-20%
S=C(NCc1ccc2c(c1)OCO2)NCc1ccc2c(c1)OCO2,4%,2%,-2%
Cc1cccc(NS(=O)(=O)c2ccc3c(c2)C(C)(C)C(=O)N3C)c1,·,3%,3%
O=C1c2ccncc2C(=O)N1CO,-18%,3%,-8%
COC(=O)c1ccc(/C=N\n2c(C)nnc2C)cc1,1%,-4%,-3%
Cc1ccc(-c2nc3ncccn3c2Nc2ccccc2C)o1,-11%,-3%,-10%
COc1cc(C(=O)N/N=C(\C)c2ccc3c(c2)OCO3)cc(OC)c1OC,3%,-1%,-6%
CCOc1ccccc1CNC(=O)c1oc2ccc3c(c2c1C)C(=O)CC(C)(C)O3,·,5%,-9%
Cc1ccc(C2SCC(=O)N2c2ccccc2)cc1 (stereo not drawn),-3%,0%,3%

smiles,N370S GC,FEN1 inh,KAT2A inh
CC(=O)N1CCC(N(CCN2CCOCC2)C(=S)Nc2ccccc2C)CC1,2%,10%,1%
CCOC(=O)c1c(NC(=O)c2ccc(N3CCOCC3)c([N+](=O)[O-])c2)sc(C)c1C,30%,·,-1%
CCOC(=O)c1c(NC(=O)C2C3C=CC(C3)C2(C)C(=O)O)sc2c1CCCC2 (stereo not drawn),?,-10%,-1%
CCCCSc1nsc(NC(C)=O)n1,5%,-16%,-6%
Cc1ccc2c(c1)N(CC(=O)NCc1cccnc1)C(=O)CO2,-1%,-2%,-2%
Cc1cc(C(=O)CN2C(=O)CCC2=O)c(C)n1Cc1ccccc1,0%,8%,2%
O=C(NCCC1=CCCCC1)c1ccc(-n2cncn2)c([N+](=O)[O-])c1,-19%,-3%,-3%
O=C(CCc1nnc(-c2ccc(-c3ccccc3)cc2)o1)NCCc1ccccn1,4%,-5%,1%
CCOc1ccc(/C=C/C2=Cc3c(sc(NC(=O)CSc4n[nH]c(N)n4)c3C#N)C(C)(C)C2)cc1,-4%,-8%,-3%
CCC(Sc1nc(C)cc(C)n1)C(=O)O (stereo not drawn),-9%,-2%,-4%
COc1ccccc1N1CCN(CCCNC(=O)c2nnc(Cc3c(F)cccc3Cl)o2)CC1,·,-1%,-7%
COc1ccc(OC)c(C(c2nnnn2C2CCCC2)N2CCN(c3ccc(F)cc3)CC2)c1 (stereo not drawn),17%,-16%,-5%
COc1ccc(CNC(=O)c2ccc(NC(=O)N3CCCCc4ccccc43)cc2)c(OC)c1,·,-7%,-3%
CCc1nnc(NC(=O)CN2CCN(Cc3ccc(F)cc3)CC2)s1,3%,-1%,0%
O=C(NCCc1ccc(Cl)cc1)c1nnc(Cc2ccc(Cl)cc2Cl)o1,·,-1%,0%

smiles,N370S GC,FEN1 inh,KAT2A inh
Cc1ccc(Nc2ccc(N3CCN(c4ccc([N+](=O)[O-])cc4)CC3)nn2)cc1,24%,-1%,-2%
Cc1sc2ncnc(OCC(=O)NC3CCS(=O)(=O)C3)c2c1C (stereo not drawn),0%,1%,3%
COc1cc(OC)c(N(C)S(=O)(=O)c2cccc(C(=O)Nc3nccs3)c2)cc1Cl,·,-14%,-12%
Cc1cc(N2CCN(C(=O)c3ccco3)CC2)n2nc(-c3cccc(Cl)c3)cc2n1,-10%,-16%,-3%
COc1ccc(C(=O)OCC(=O)NCC2CCCCC2)cc1S(=O)(=O)N1CCCc2ccccc21,-6%,-15%,-4%
COc1ccc(NC(=O)C23CC4CC(C2)CC(n2cnc(Br)n2)(C4)C3)c(C)c1,11%,4%,5%
COc1ccc2c(c1)OC(=O)CC2c1ccccc1C (stereo not drawn),1%[89.1 µM],·,-33%[88.6 µM]
O=C(c1cc2cc(F)ccc2[nH]1)N(Cc1cccnc1)CC1CCCN(C2CCCCC2)C1 (stereo not drawn),-13%,-13%,-4%
O=C(O)CCCSCC(=O)Nc1ccccc1,-13%,-2%,-6%
Cc1ccc(CCNC(=O)c2ccc3c(c2)N(Cc2ccccc2)C(=O)c2ccccc2S3=O)cc1 (stereo not drawn),·,5%,0%
CCCn1ncc(CN2CCC(n3nccc3NC(=O)c3ccccc3OC)CC2)c1C,1%,0%,-2%
CCOC(=O)c1cc(C)nc(N2CCCCC2)c1C#N,8%,-16%,-6%
CCc1ccc(-n2c(=O)c3c(C)c(C(=O)N(C)C)sc3n(Cc3ccccc3F)c2=O)cc1,·,2%,-1%
O=C(CSc1ccc(Cl)cc1)Nc1ccccc1Oc1ccccc1,5%,5%,-14%
NC(=O)c1cccc2c3c([nH]c12)CCCC3,-32%,-3%,2%

smiles,N370S GC,FEN1 inh,KAT2A inh
Fc1ccccc1OCCCN1CCOCC1,11%,8%,·
O=C(Nc1cccc(C(F)(F)F)c1)C12CC3CC(CC(C3)C1)C2,11%,-1%,-9%
CCN(CC(=O)Nc1cc(Cl)ccc1C)C(=O)c1oc2ccc(OC)cc2c1C,3%,-18%,-19%
O=C(N/N=C/c1cc(Br)c(Br)o1)C(O)c1ccccc1 (stereo not drawn),8%,-4%,1%
[N-]=[N+]=NC[C@H](c1ccccc1)N1CCN(Cc2ccccc2)CCC1=O,-1%,1%,-2%
CCOc1ccc2nc(SCC#N)c(C#N)cc2c1,-1%,-9%,-11%
COc1ccc(/C=C/C(=O)OCC(=O)Nc2ccc(N3CCOCC3)cc2)cc1OC,1%,15%,0%
O=C(NCCc1ccccc1)c1ccc(Cl)cc1[N+](=O)[O-],-12%,-13%,-16%
CCC1=Nc2cc(C(=O)NC3CCCC3)ccc2Sc2ccc(Br)cc21,·,-11%,-15%
Cc1cc2c(cc1C)N(C(=O)CN1C(=O)c3ccccc3C1=O)C(C)(C)c1ssc(=S)c1-2,-8%,1%,-17%
CCOC(=O)c1oc2ccccc2c1CN1CCN(C(=O)c2ccccc2)CC1,3%,12%,-2%
CCOC(=O)c1nccnc1C(=O)Nc1ccc(C(F)(F)F)cc1,-3%,0%,-4%
Cc1cc(OCC(=O)NNC(=S)NCC2CCCO2)cc(C)c1Cl (stereo not drawn),-2%,2%,-3%
Cc1ccc(-c2cc(C(=O)NCCCN3CCOCC3)c3ccc(Cl)c(C)c3n2)cc1,-2%,-19%,-6%
O=C(COC(=O)c1ccc(F)cc1F)NCCNC(=O)COC(=O)c1ccc(F)cc1F,-4%,-11%,-21%

smiles,N370S GC,FEN1 inh,KAT2A inh
C=CCOc1c2ccc(C(=O)NCCc3ccc(C)cc3)cc2nn1C,7%,3%,-53%
COc1ccccc1N1C(=NC(=O)CCc2ccccc2)SC2CS(=O)(=O)CC21 (stereo not drawn),-1%,18%,-1%
COc1ccc(/C=N/NC(=O)c2ccncc2)cc1Cn1nc([N+](=O)[O-])c(Br)c1C,-4%,14%,-21%
COc1ccccc1Oc1ccc(NC(=O)c2ccc(Cl)cc2)cc1,3%,-7%,4%
COc1ccc(NC(=O)c2ccc(-c3ccccc3)cc2)cc1NS(=O)(=O)c1ccc(F)cc1,8%,-19%,-13%
Cc1ccc(C(=O)NCCSCc2ccc(Cl)cc2Cl)cc1[N+](=O)[O-],17%,1%,-11%
O=C(CCn1c(=O)oc2ccccc21)N1CCN(c2ccc(F)cc2)CC1,3%,-15%,-13%
Cc1ccc(-c2n[nH]c(=S)n2/N=C\c2ccco2)cc1,-4%,4%,-4%
CN1CCN(C(=O)CN2C(=O)COc3ccc(S(=O)(=O)N4CCOCC4)cc32)CC1,4%,24%,-3%
